GSIS activator – GLuc luminescence reporter in INS-1E cells, primary screen for activators of glucose-dependent secretion of insulin. INS-1E GLuc reporter insulin secretion, 2-3 h. activation, % at 16.6 µM. 0.61% of 370,000 active;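 active = lowest replicate activation of at least 40%, so every replicate reaches that level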;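 also: 0% = median of neutral control wells and 100% = median of IBMX positive control wells; some compounds called inactive have numbers as strong as hits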
Cneo AK release – causes C. neoformans cell lysis | adenylate kinase release luminescence, 4 h; normalised: neutral wells 0, clomiphene wells 100 | lysis activity, % at 15 µM | 0.2% of 360,000 active;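 active = mean lysis activity across replicates of at least 80%, whatever share of replicates individually reach that level; inactive = mean lysis activity below 80%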
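Material – log-phase Cryptococcus neoformans yeast cells · Input – 5 × 10^6 yeast cells/mL · Medium – fresh YPD growth medium · Doses – single compound concentration per well · Timing – static 4 h at 37 °C with compound, 1 h detection · Detection – adenylate kinase release luminescence · Read-out – signal increase indicating cell lysis · Control set – Clomiphene as positive lysis control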
PGC1a acetyl inh – PGC1a acetylation modulation, inhibitor mode. 0.17% of 350,000 active. U2OS PGC1a acetylation, AlphaScreen anti-acetyl-lysine; with virally co-expressed GCN5 acetyltransferase. inhibition, % at 15.6 µM;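 active = every replicate shows inhibition of at least 40%; inconclusive = mean inhibition at least 40% but some replicate below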;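 also: 0% = neutral control wells and 100% = positive control wells; some results beyond the cut were filed as inactive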
ARNT TACC3 PPI – ARNT/TACC3 interaction disruption. Q9Y6A5. AlphaScreen His-ARNT PAS-B/GST-TACC3 binding, luminescence; TACC3 fragment carries E629A point mutation. inhibition, % at 9.99 µM. 0.66% of 390,000 active. AID 623870;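 active = mean inhibition of replicates at least 50% and at least half of replicates each reaching 50%; inconclusive = half or more replicates reach 50% but mean below 50%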;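 also: 0% = complete ARNT plus TACC3 wells and 100% = ARNT alone without TACC3; many hits fall short of the cut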
LGR2 antag – Drosophila LGR2 receptor signaling inhibition; HEK293 LGR2, CRE-luciferase, bursicon-stimulated, 4 h; inhibition, % at 9.99 µM; 0.35% of 380,000 active;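 active = drop in luminescence signal, shown as inhibition above about 50% in the replicate tests, limit read from the data, passing the limit was not always enough; inconclusive = probably only some replicates passing the limit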;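 also: agonist challenge used bursicon conditioned medium at about half maximal strength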
Statin myotox sup – suppression of simvastatin myotoxicity; C2C12 myotubes + simvastatin, ATP luminescence, 48 h; scaled: DMSO 0, geranylgeraniol control 100; AID 602340; 0.78% of 330,000 active; rescue of ATP level, % at 7.49 µM;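 active = mean ATP rescue above about 67%, or every replicate alone reaching that limit, limit read from the data, passing the limit was not always enough; inconclusive = no clear call, values can overlap the other calls; inactive = mean under the limit and some replicate under it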;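 also: myotubes were challenged with 10 µM simvastatin during compound exposure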
PAX8 reporter – lowers PAX8-driven luciferase in RMG-I cells. RMG-I TPO-luciferase reporter, SteadyGlo, 24 h. inhibition, % at 12.6 µM. 1.2% of 360,000 active;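 active = mean replicate inhibition at least 60% with every replicate also reaching 60%; inconclusive = only one of the two criteria is met; inactive = mean below 60% and not all replicates reaching 60%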;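 also: luciferase light reporting Pax8 driven TPO promoter activity; plate controls were median of neutral control wells for no effect and mitoxantrone controls for full effect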
PglD DTNB – inhibitors of Campylobacter jejuni PglD acetyltransferase. purified PglD enzyme, DTNB colorimetric CoA detection. inhibition, % at 12.5 µM. 0.098% of 360,000 active. AID 602405; in the data active = inhibition above about 16%, passing the limit was not always enough; inconclusive = no clear call, values can overlap the other calls; also: strong numbers were not always called active
Starred values were filed as active, the others as inactive; ? = inconclusive; . = not tested or not shown.

Start of the data: the first 3 compounds (preview)
cpd | compound | GSIS activator | Cneo AK release | PGC1a acetyl inh | ARNT TACC3 PPI
1 | COc1ccc(-c2n[nH]c(=S)n2-c2ccc(C)cc2C)cc1 | 9 | 7 | 7 | -3
2 | CCN(C(=O)CSc1ncccn1)c1cccc2ccccc12 | 48* | 0 | -1 | -2
3 | O=C(Nc1ccc(S(=O)(=O)Nc2nccs2)cc1)c1cc(=O)[nH]c2ccccc12 | 51 | -1 | 11 | 3

cpd | LGR2 antag | Statin myotox sup | PAX8 reporter | PglD DTNB
1 | 7 | 3 | 5 | 1
2 | -7 | -6 | 2 | 6
3 | 1 | 5 | 23 | -2

The list itself, previewed entries included:
cpd | compound | GSIS activator | Cneo AK release | PGC1a acetyl inh | ARNT TACC3 PPI
1 | COc1ccc(-c2n[nH]c(=S)n2-c2ccc(C)cc2C)cc1 | 9 | 7 | 7 | -3
2 | CCN(C(=O)CSc1ncccn1)c1cccc2ccccc12 | 48* | 0 | -1 | -2
3 | O=C(Nc1ccc(S(=O)(=O)Nc2nccs2)cc1)c1cc(=O)[nH]c2ccccc12 | 51 | -1 | 11 | 3
4 | CCCCN1C(=O)C(CC(=O)NCCN2CCOCC2)CC(C(=O)N(C)C)=C1C (stereo unspecified) | 11 | -3 | -12 | .
5 | O=C(CSCc1cnn(-c2ccccc2)c1-n1cccc1)NCc1ccccn1 | 6 | 0 | 3 | 8
6 | C=CCC1NS(=O)(=O)OC2CCCCC12 (stereo unspecified) | -4 | 1 | . | -2
7 | CC(C)NC(=O)Nc1cccc(Cl)c1 | 23 | 4 | 11 | -4
8 | C[C@H]1CN([C@@H](C)CO)C(=O)Cc2cc(NS(=O)(=O)c3ccc(Cl)cc3)ccc2O[C@H]1CN(C)S(=O)(=O)c1ccc(F)cc1 | -1 | 36 | -7 | 1
9 | O=C(O)c1cn(-c2ccccc2)nc1-c1ccc(Cl)cc1 | -10 | -1 | -6 | -4
10 | Cc1c(Cl)c(C(F)(F)F)nn1CC(=O)NCc1ccco1 | -9 | . | . | -15
11 | COC(=O)c1cc(NC(=O)CSC2=NCCS2)cc(C(=O)OC)c1 | 3 | . | 11 | -4
12 | COc1ccc(OCCCC(=O)Nc2ccc3c(c2)OCCO3)cc1 | . | 3 | -3 | 0

cpd | LGR2 antag | Statin myotox sup | PAX8 reporter | PglD DTNB
1 | 7 | 3 | 5 | 1
2 | -7 | -6 | 2 | 6
3 | 1 | 5 | 23 | -2
4 | 0 | 1 | 3 | -4
5 | 0 | 2 | -6 | -309
6 | 11 | 7 | -3 | -1
7 | -9 | 5 | -31 | -2
8 | -7 | 27 | 16 | 2
9 | 1 | -7 | . | -9
10 | -9 | . | 21 | .
11 | -15 | . | 10 | .
12 | . | 19 | . | -6

Additional records
cpd | compound | GSIS activator | Cneo AK release | PGC1a acetyl inh | ARNT TACC3 PPI
13 | Cc1cccc(NC(=O)C(C)SCc2nc3sc4c(c3c(=O)[nH]2)CCCC4)n1 (stereo unspecified) | 3 | -1 | . | 2
14 | Cc1noc(C)c1S(=O)(=O)Nc1cccc2c1O[C@H](CN(C)C)[C@H](C)CN([C@@H](C)CO)C2=O | 23 | 1 | 1 | -2
15 | C[C@H]1CN([C@@H](C)CO)C(=O)c2cc(-c3ccccc3)cnc2O[C@@H]1CN(C)C(=O)c1ccccc1F | 2 | -3 | -1 | -1
16 | O=C(O)c1cc(NC(=O)c2ccco2)cc(NC(=O)c2ccco2)c1 | -16 | 0 | 8 | 0
17 | C/C(=N\NC(=O)c1ccccc1OCc1ccc(F)cc1)c1ccccn1 | -35 | -1 | 13 | 21
18 | O=C(C[C@H]1CC[C@H]2[C@@H](COC[C@@H](O)CN2Cc2cccc(C(F)(F)F)c2)O1)NCc1ccncc1 | 2 | 46 | -5 | -2
19 | O=C(NCCn1cccn1)C1CCC(=O)N(CCc2ccccc2)C1 (stereo unspecified) | -8 | -2 | . | -8
20 | O=C(C[C@H]1CC[C@H](NC(=O)c2cccnc2)[C@H](CO)O1)NCCN1CCCCC1 | -6 | 1 | 9 | -9
21 | O=C(Oc1ccc([N+](=O)[O-])cc1)c1ccc2ccccc2n1 | 10 | 3 | 7 | 1
22 | COc1ccc(NC(=O)N(C)C[C@@H]2Oc3ncc(C#Cc4ccc(F)cc4)cc3C(=O)N([C@H](C)CO)C[C@@H]2C)cc1 | -20 | -1 | 15 | 0
23 | O=C(NC1CC2CCC(C1)N2C(=O)NCc1ccccc1)C1CC1 (stereo unspecified) | 2 | -1 | -2 | 0
24 | COc1ccc2c(c1)cc(C)c1nnc(SCC(=O)N(C)c3nc(-c4ccccc4)cs3)n12 | . | 1 | . | 0

cpd | LGR2 antag | Statin myotox sup | PAX8 reporter | PglD DTNB
13 | 8 | 5 | 16 | 0
14 | -14 | -8 | -16 | -2
15 | -3 | 12 | 5 | -1
16 | -9 | -6 | -1 | -1
17 | -36 | -63 | 36 | -2
18 | -5 | 4 | -2 | 0
19 | 3 | 4 | 11 | 1
20 | 14 | 9 | -6 | -3
21 | -14 | -36 | . | 1
22 | 4 | 12 | . | 3
23 | . | 4 | . | 0
24 | . | -1 | 17 | 0

Following part
cpd | compound | GSIS activator | Cneo AK release | PGC1a acetyl inh | ARNT TACC3 PPI
25 | CCCCNC(=O)C(NC(=O)c1ccc(=O)[nH]c1)C(=O)c1ccccc1 (stereo unspecified) | -6 | -1 | 9 | .
26 | CC1CC(C)CN(CCCNC(=O)c2ccc(CNS(=O)(=O)c3ccc(F)cc3)cc2)C1 (stereo unspecified) | -15 | 8 | -4 | 3
27 | O=C(CNC(=O)c1cccs1)N/N=C/c1ccc(O)cc1O | -7 | . | -9 | 70*
28 | CC(C)=CCN1CCN(Cc2cccn2-c2ncccn2)CC1CCO (stereo unspecified) | -6 | . | 5 | -3
29 | CSc1ccccc1NC(=O)CN1CCCCC1C (stereo unspecified) | 12 | . | 4 | -6
30 | O=C(C(Cl)Cl)N1c2ccccc2OCC1c1ccccc1 (stereo unspecified) | . | 0 | . | -7
31 | CNC(=O)c1ccc(NC(=O)CN2c3cccc4cccc(c34)S2(=O)=O)cc1 | -6 | -1 | 2 | -2
32 | Cc1ccc(NC(=O)c2ccc([N+](=O)[O-])cc2)cc1S(=O)(=O)N(C)C | 6 | -1 | -14 | -10
33 | C/C=C/c1ccc([C@H]2[C@@H](CO)N(C(=O)CC)[C@H]2CN(C)S(C)(=O)=O)cc1 | 23 | 1 | -8 | -2
34 | CCOc1ccc(NC(=O)N(O)C2(C#N)CCCCC2)cc1 | -2 | . | . | 0
35 | CCCCNC(=O)c1ccccc1NC(=O)C1=C(C)OCCS1 | 11 | 0 | 0 | -8
36 | O=C1CCCc2c1cc(C(=O)NCc1ccco1)c(=O)n2-c1ccccc1 | . | -1 | 2 | -6

cpd | LGR2 antag | Statin myotox sup | PAX8 reporter | PglD DTNB
25 | 6 | -6 | 4 | 0
26 | -10 | -53 | -8 | -3
27 | 3 | . | -10 | .
28 | 13 | . | -1 | .
29 | -32 | . | -12 | .
30 | . | 0 | . | 2
31 | -1 | -5 | 1 | 1
32 | -54 | 3 | -34 | -1
33 | -2 | 3 | -8 | 2
34 | -2 | . | 1 | .
35 | 3 | -5 | -19 | -5
36 | . | 1 | -11 | -8

(list continues)
cpd | compound | GSIS activator | Cneo AK release | PGC1a acetyl inh | ARNT TACC3 PPI
37 | N#Cc1c(SCc2c(Cl)cccc2Cl)nc(N)[nH]c1=S | -49 | 1 | -7 | 13
38 | Cc1ccc(NC(=O)c2ncn(CCCNCCCN(C)C)n2)cc1C | 6 | 9 | -2 | .
39 | CCC(CC)CN1C(Nc2ccccc2)=NC[C@@H]1C | 10 | 4 | -6 | -1
40 | CCN1CCN(CC(O)COc2cccc(OC)c2)CC1 (stereo unspecified) | -5 | -2 | 2 | 0
41 | CO[C@H](CN(C)C(=O)Nc1ccc(F)cc1)[C@@H](C)CN(Cc1ccccc1Cl)[C@H](C)CO | 2 | 15 | 0 | 3
42 | Cc1ccc(Nc2c(-c3ccccc3)nc3cnccn23)cc1 | 11 | . | 1 | -53
43 | CCN(Cc1nc(-c2ccc(OC)cc2)no1)C(=O)c1ccoc1C | 5 | -2 | . | 4
44 | COc1ccc2[nH]c(CN3CCC(n4nccc4NC(=O)C4CC4)CC3)c(C)c2c1 | -2 | -1 | . | 13
45 | Cc1cc(C(=O)Nc2ccon2)cs1 | -3 | -3 | -4 | -4
46 | COc1cccc(-c2nnc(NC(=O)C(C)C)o2)c1 | -3 | -1 | 3 | 19
47 | CC(/C=N/NC(=O)NC1CCCCC1)=C\c1ccccc1 | -6 | . | . | 4
48 | O=C(C1CCCN(Cc2ccc(F)cc2)C1)N1CCCCC1 (stereo unspecified) | 3 | 2 | 0 | -6

cpd | LGR2 antag | Statin myotox sup | PAX8 reporter | PglD DTNB
37 | 1 | -6 | 7 | 0
38 | -7 | -1 | -9 | 5
39 | -11 | -6 | -21 | -1
40 | -7 | 2 | . | -1
41 | -1 | -6 | . | 1
42 | -35 | 9 | 37 | .
43 | -3 | -4 | -5 | -2
44 | 23 | 4 | -1 | -1
45 | 0 | 6 | . | 0
46 | -2 | ? | -36 | -9
47 | -21 | . | -28 | .
48 | 30 | -4 | 12 | -3

Next section:
cpd | compound | GSIS activator | Cneo AK release | PGC1a acetyl inh | ARNT TACC3 PPI
49 | Nc1nonc1-n1nnc(C(=O)N/N=C/c2ccc(F)cc2)c1-c1cccs1 | -5 | 0 | . | -2
50 | c1ccc(-c2ccc3nnnn3n2)cc1 | -1 | . | -4 | -7
51 | O=C(C(c1ccccc1)c1ccccc1)N1CCN(Cc2ccncc2)CC1 | . | 0 | -9 | -6
52 | CCSc1cc(N2CCCC2)nc(-c2ccccc2)n1 | . | -1 | -5 | 7
53 | COc1ccc(OC)c(NC(=O)COc2cc(O)c3c(c2)OC(C)(C)CC3=O)c1 | . | 0 | 13 | .
54 | CCOc1ccc(C2/C(=C(/O)c3ccc4c(c3)CC(C)O4)C(=O)C(=O)N2CC2CCCO2)cc1 (stereo unspecified) | 10 | 2 | -3 | -14
55 | Cc1ccc(S(=O)(=O)NN2C(=O)/C(=C\c3ccc(Cl)cc3)SC2=S)cc1 | 5 | -2 | . | -2
56 | CC1CCCN(c2ccc(N)cc2C(N)=O)C1 (stereo unspecified) | -5 | -4 | 2 | .
57 | CCOC(=O)C1CCN(c2ccc(-c3cccs3)nn2)CC1 | 18 | -9 | -4 | -28
58 | Cc1noc(C)c1S(=O)(=O)Nc1ccc2c(c1)CC(=O)N([C@@H](C)CO)C[C@H](C)[C@H](CN(C)Cc1ccc(Cl)c(Cl)c1)O2 | 3 | -5 | 13 | 1
59 | CCOc1ccc(CCNC(=O)c2[nH]c(C)c(C(C)=O)c2C)cc1OCC | -1 | . | . | -1

cpd | LGR2 antag | Statin myotox sup | PAX8 reporter | PglD DTNB
49 | -11 | 29 | -5 | -4
50 | -6 | . | 8 | .
51 | . | -4 | . | -2
52 | . | -5 | . | .
53 | 8 | -5 | . | 2
54 | 10 | 1 | -3 | 3
55 | -1 | 2 | 1 | -7
56 | . | 8 | 0 | 10
57 | 12 | -59 | -6 | -6
58 | 10 | 35 | 19 | 1
59 | -5 | . | 9 | .

Bioassay records from PubChem.

Compounds as they come; about 2.9% have a hit in one of these screens.
